Bioassay records deposited in PubChem BioAssay by Fisher Drug Discovery Resource Center.
mcGAS lum: mouse cGAS inhibition by luminescence | recombinant cGAS, Kinase-Glo ATP depletion luminescence | actives 0.15% (n = 160,000) | inhibition, % at 12.5 µM;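 further: 0% = negative control wells and 100% = reference inhibitor with no enzyme activity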
hcGAS lum: blocks human cGAS activity. recombinant h-cGAS, ATP depletion, Kinase-Glo luminescence. actives 0.081% (n = 290,000). AID 1259398. inhibition, % at 12.5 µM. Q8N884;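 further: 0% = vehicle reaction and 100% = reaction without DNA for no activity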
Target sequence (Q8N884 whole entry, looked up): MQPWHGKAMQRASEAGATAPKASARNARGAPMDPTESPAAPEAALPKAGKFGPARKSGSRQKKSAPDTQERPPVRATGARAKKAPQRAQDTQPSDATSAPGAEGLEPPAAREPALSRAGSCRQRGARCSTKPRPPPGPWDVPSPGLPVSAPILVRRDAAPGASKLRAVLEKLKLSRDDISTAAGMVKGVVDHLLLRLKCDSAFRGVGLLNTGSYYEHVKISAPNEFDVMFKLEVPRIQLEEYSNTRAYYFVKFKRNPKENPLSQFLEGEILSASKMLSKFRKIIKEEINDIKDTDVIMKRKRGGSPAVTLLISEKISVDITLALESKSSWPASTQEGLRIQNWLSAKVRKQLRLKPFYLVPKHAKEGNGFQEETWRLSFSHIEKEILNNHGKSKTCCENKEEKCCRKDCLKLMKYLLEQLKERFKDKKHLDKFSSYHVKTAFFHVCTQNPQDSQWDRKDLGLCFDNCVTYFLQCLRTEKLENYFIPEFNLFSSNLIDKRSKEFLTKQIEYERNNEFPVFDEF
NPYLR7 agonist: mosquito NPYLR7 agonism. HEK293T NPYLR7/Galpha15, GCaMP6s calcium fluorescence. activation, % at 10 µM. actives 0.15% (n = 270,000). AID 1259423; in the data active means activation above about 40%;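 further: 0% = vehicle and 100% = reference agonist at the receptor; some compounds past the cut are filed as inactive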
Numbers without * were called inactive; nt = no result given. Unless noted, no stated cut-off is given here; in the data, active means inhibition above about 40%; inactive means the rest.

Values in the order – mcGAS lum	hcGAS lum	NPYLR7 agonist
COCCn1c(SCc2ccc(Cl)s2)nc(C)c1C
→ nt	-11	5
COc1cccc(-n2nnc3c(SCC(=O)NC4CCCC4)ncnc32)c1
→ -6	-6	15
CCOc1ccccc1-n1c(=O)[nH]c2c(C(N)=O)nc(-c3cccc(OCC)c3O)nc21
→ nt	-11	14
O=C(CNC(=O)c1cccs1)NCc1ccco1
→ nt	-8	24
CCC(NC(=O)Cn1cc(NC(=O)Cc2ccccc2OC)cn1)c1cccs1 (stereo not given)
→ nt	-4	3
COc1cccc(-c2nc(OC)nn2-c2cccc(NC(=O)C3CCC3)c2)c1
→ -5	-8	13
CNC(=O)CNC(=O)N1C[C@H](C(=O)NC)[C@H]2c3ccccc3N(CCOC)C(=O)[C@]21C
→ -3	-1	21
S=C(NCC1CCCCC1)Nc1ccccc1Cl
→ nt	-6	13
COc1ccc(-n2nnnc2CNC(=O)CC(c2ccccc2)c2ccccc2)cc1
→ -6	-6	7
Cc1occc1-c1nnc(SCCCn2c(=O)c3c(ncn3C)n(C)c2=O)o1
→ nt	0	6

Overlap with the part before: 3 compounds, then new ones.
Values in the order – mcGAS lum	hcGAS lum	NPYLR7 agonist
S=C(NCC1CCCCC1)Nc1ccccc1Cl
→ nt	-6	13
COc1ccc(-n2nnnc2CNC(=O)CC(c2ccccc2)c2ccccc2)cc1
→ -6	-6	7
Cc1occc1-c1nnc(SCCCn2c(=O)c3c(ncn3C)n(C)c2=O)o1
→ nt	0	6
Cc1cccc(=O)n1CCC(=O)N1CC[C@@](C)(O)[C@@H](Cc2ccccc2)C1
→ -11	-5	1
CCC(c1nc2ccccc2c(=O)n1-c1cccc(C)c1)N(CCc1ccccc1)C(=O)c1cccc(F)c1 (stereo not given)
→ 2	5	-10
O=c1[nH][nH]c(=O)c2nccnc12
→ nt	1	2
CN(CCCNC(=O)c1ccc(=O)n(Cc2ccccc2)c1)c1ccccc1
→ -7	-3	3
O=C(CSc1nnc(C2COc3ccccc3O2)o1)N1CCc2ccccc21 (stereo not given)
→ nt	-7	13
O=C(CN1CCc2c([nH]c3ccccc23)C1c1ccc([N+](=O)[O-])c(Cl)c1)Nc1ccccc1 (stereo not given)
→ nt	1	4
Cn1nc(C(=O)Nc2ncc(Cc3ccccc3Cl)s2)ccc1=O
→ nt	-11	10
CC(C)Cn1cnc2c(-c3cccc(F)c3)csc2c1=O
→ -8	-4	-2
CCc1ccc(C2CC(c3ccc(Br)cc3)=Nc3nnnn32)cc1 (stereo not given)
→ nt	-5	5
COc1cc(OC)c(OC)cc1C=CC(=O)N1CCCC1c1nc2ccccc2s1 (stereo not given)
→ nt	-5	5
Cc1ccc(Cc2nnc(SCC(=O)Nc3ccccc3)[nH]c2=O)cc1
→ 1	4	-4
Clc1ccc(C2CC(c3ccc(Cl)cc3)n3ncnc3N2)cc1 (stereo not given)
→ nt	1	-3
COc1ccccc1NC(=O)N1CCN(c2nc(C)nc(C)c2Cc2cccc(C)c2)CC1
→ -9	-12	nt
O=C(NCCn1ccc2ccccc21)C12CC3CC(CC(C3)C1)C2
→ nt	-7	-4
CN(C)c1cccc2c(S(=O)(=O)Nc3ccccc3C(=O)NCc3ccc4c(c3)OCO4)cccc12
→ -5	-3	0
Cc1ccc(C2(CNC(=O)c3cccc(SC(F)F)c3)CCOCC2)cc1
→ -2	0	0
C/C=C(\C)C(=O)NCc1cccc(-c2ncc(-c3cc(OC)ccc3OC)[nH]2)c1
→ 0	7	-1
O=C(Nc1ccc2c(c1)OCO2)C1CCN(C(=O)CSc2ccc(F)cc2)CC1
→ nt	-10	17
Cn1cc(S(=O)(=O)N2CCCC2)cc1C(=O)Nc1ccc(F)cc1
→ nt	-13	10
COCCn1c(CN2CCOCC2)nc2c1c(=O)[nH]c(=O)n2C
→ nt	-4	15

A draw from above in order of formula weight, rising.
Values in the order – mcGAS lum	hcGAS lum	NPYLR7 agonist
Clc1ccc(C2CC(c3ccc(Cl)cc3)n3ncnc3N2)cc1 (stereo not given)
→ nt	1	-3
Cc1ccc(Cc2nnc(SCC(=O)Nc3ccccc3)[nH]c2=O)cc1
→ 1	4	-4
O=C(Nc1ccc2c(c1)OCO2)C1CCN(C(=O)CSc2ccc(F)cc2)CC1
→ nt	-10	17
CN(C)c1cccc2c(S(=O)(=O)Nc3ccccc3C(=O)NCc3ccc4c(c3)OCO4)cccc12
→ -5	-3	0

Further results
Values in the order – mcGAS lum	hcGAS lum	NPYLR7 agonist
COc1ccccc1CNC(=O)Cn1cnc2c([nH]c3cc(OC)c(OC)cc32)c1=O
→ -10	-6	nt
CCCCn1c(O)c(N=NC(=O)c2ccco2)c2ccccc21
→ -8	-8	-6
Cc1c(CN(C)C2CC(C)(C)NC(C)(C)C2)c(=O)n(-c2ccccc2)n1C
→ nt	-2	25
CC(=O)N1N=C(c2c(-c3ccccc3)c3ccc(C)cc3[nH]c2=O)CC1c1ccco1 (stereo not given)
→ nt	-11	8
CC(C)CN(CC(=O)Nc1nc(CC(=O)NCc2ccco2)cs1)C(=O)c1ccc(Cl)cc1
→ -5	-8	14
COc1ccc(OCC(=O)N2CCOC(COc3cccc(C(F)(F)F)c3)C2)cc1 (stereo not given)
→ nt	-5	25
O=C(Nc1ccc(Br)cc1Cl)N1CC(=O)N2CCc3ccc(Cl)cc3C2C1 (stereo not given)
→ -6	-10	33
CC(=O)Nc1nc(COc2ccc(C)cn2)cs1
→ nt	4	-8
CCCCOc1ccc(C(=O)Nc2cccc(C3SCC(=O)N3c3ccc(C)cc3C)c2)cc1 (stereo not given)
→ -10	-7	7
CSc1ccc(CN2C(=O)C(C)Sc3ccc(C(C)=O)cc32)cc1 (stereo not given)
→ nt	4	-5
Cc1cc(C)n(-c2ccc(C(F)(F)F)cc2NC(=O)C2CCOC2)n1 (stereo not given)
→ nt	-10	5
COCCN(CCC(=O)NCCN1CCOCC1)c1nc(-c2ccccc2)nc2ccccc12
→ -7	-8	4
O=C(CCCCCN1C(=O)C2C3C=CC(C3)C2C1=O)Nc1nccs1 (stereo not given)
→ nt	-9	-2
CN1CC2(CCCN(C(=O)c3cccc(Cn4cccn4)c3)CC2)OC1=O (stereo not given)
→ -18	-3	33
Cn1c(NC(=O)c2cc(Cl)ccc2Cl)cc(=O)n(C)c1=O
→ -2	1	0
O=C(CC1COCCN1)NCCCn1ccnc1 (stereo not given)
→ nt	-2	-6
COCCNCC(=O)N(CCc1ccc(OC)c(OC)c1)Cc1sccc1C
→ nt	-5	10
CC1CCN(S(=O)(=O)NC(C)c2ccc(F)cc2)CC1 (stereo not given)
→ -8	-7	-5
CC1CCN(C(=O)CCN2CCN(c3ncc[nH]c3=O)CC2)CC1
→ -4	-3	nt
CCc1nc2c(OCc3cc(Cl)cc(Cl)c3)cccn2c1N(C)C(=O)c1ccc(C)cc1
→ -3	-2	2
Cc1nc(CCn2ccnc2-c2c(C)n(C)n(-c3ccccc3)c2=O)sc1C
→ -19	2	47
O=C(c1ccccc1N1CCS(=O)(=O)CC1)N1CCC2(CCCO2)CC1
→ -17	-7	21
Cc1[nH]nc2c1C(c1ccc3ccccc3c1)CC(=O)N2 (stereo not given)
→ -7	-9	9
CCOc1ccccc1C(=O)Nn1cnc2c(cnn2-c2ccc(C)c(C)c2)c1=O
→ nt	-5	5
Cc1cc(NC(=O)CN2CC=C(n3c(=O)[nH]c4ccccc43)CC2)nn1-c1ccccc1
→ nt	-7	-7
Cc1ccc2cc(C3(O)CCN(C(=O)c4sccc4N)CC3)ccc2n1
→ -18	-2	6
Cc1ccc(N2CCN(C(=O)c3ccc(Br)cc3)C(C)C2=O)cc1C (stereo not given)
→ -5	-5	-2
O=C1O[C@@H]2CN(c3nnnn3-c3ccccc3)C[C@@H]2N1Cc1ccccn1
→ -11	-2	-2
CN(C)C(=O)COc1cccc(CNc2ncc(C(F)(F)F)cc2Cl)c1
→ 11	13	-14
CN(Cc1cnccn1)Cc1nc(N)c2ccccc2n1
→ nt	-5	0
O=C(NCc1ccccc1C(F)(F)F)C(c1ccccc1)N1CCCC1 (stereo not given)
→ -4	1	0
CN(Cc1ccccn1)C(=O)CC1(c2cccc(C(F)(F)F)c2)CC(=O)N(C2CC2)C1=O (stereo not given)
→ -9	-3	9
Cc1nc(-c2ccccc2)c(C(=O)N2CCN3C(=O)CNC(=O)C3C2)s1 (stereo not given)
→ -13	-2	3
O=S(=O)(c1ccccc1Cl)N1CCN(c2nccc(-c3ccc(Oc4ccccc4)cc3)n2)CC1
→ -7	-2	7
O=C(NCc1noc(Cc2ccccc2)n1)c1cn2c(n1)CNCC2
→ 2	3	nt
Cc1ccc2n1CCN(C(=O)CCn1nc3ccccn3c1=O)C2C (stereo not given)
→ nt	-7	9
COc1ccc(CCN(C)C2CCCN(Cc3cnc(SC)nc3)C2)cc1OC (stereo not given)
→ nt	-5	2
Cc1cc2c(=O)n(Cc3ccco3)c(SCc3ccccc3)nc2s1
→ -2	1	-4
O=C1c2ccccc2C(=O)N1CN(C(=O)C(F)(F)F)c1ccc(Cl)c(Cl)c1
→ nt	2	9
O=C(c1cn2cc(Cl)ccc2n1)N1CCC2(CC1)C(=O)Nc1ccccc12
→ 2	-5	-4
CC(C)Cc1cn(C2CCN(C(=O)C3CCOC(C)(C)C3)CC2)nn1 (stereo not given)
→ -16	-3	-1
C=C(C)Cn1cnc2ccccc21
→ nt	-4	2
CCOC(=O)c1c(N=CN(C)C)c2cc([N+](=O)[O-])cnc2n1C
→ nt	-5	-9
Cn1nc(C2CC(=O)NCc3nc4ccccn4c32)c2c(Cl)cccc21 (stereo not given)
→ -3	4	-3
O=C(NCCN1CCCCC1)c1cc(N2CCCN3CCC[C@H]3C2)ccn1
→ nt	-3	7
CCCCNC(=O)c1csc(CN(CCCC)C(=O)Nc2cccc(C)c2C)n1
→ -5	-8	13
CC1(C)CN=c2s/c(=C\c3ccc(Cl)cc3)c(=O)n2C1
→ nt	-3	3
CCS(=O)(=O)c1ccc2oc(-c3ccc(Cl)c(N)c3)nc2c1
→ -4	1	4
CCCc1[nH]ncc1C(=O)N1CCC[C@@]2(C3=CCOCC3)COCC[C@H]12
→ 0	4	nt
Cc1nc2sc(C)c(C)n2c(=O)c1NC(=O)C(c1ccccc1)c1ccccc1
→ nt	-6	9

(cont.)
Values in the order – mcGAS lum	hcGAS lum	NPYLR7 agonist
N=C1C(c2nc3ccccc3[nH]2)C(=O)CN1NC(=O)c1sc2ccccc2c1Cl (stereo not given)
→ nt	-3	6
CCc1ccc(S(=O)(=O)Nc2ccc3c(c2)C(=O)Nc2cc(C)ccc2O3)s1
→ nt	3	1
NC(=O)C1(c2n[nH]c(Cc3ccccc3)n2)CC1
→ -13	-12	nt
COc1ccc(OC)c(-c2cc(Cl)c3c(c2)CC(CNC(=O)CCn2cncn2)O3)c1 (stereo not given)
→ -26	-4	0
Cc1cc(C)cc(NC(=O)COc2ccc(F)c3c2C(=O)CC3C)c1 (stereo not given)
→ nt	-11	1
NC(=O)c1cnc2n1CCN(C(=O)c1cccc(Cn3cccn3)c1)C2
→ -11	-6	11
CCOc1ccc(-c2ccc(SCC(=O)c3ccccc3)nn2)cc1
→ -7	-2	1
Cc1cc([N+](=O)[O-])nn1CC(=O)NCc1cccs1
→ -3	-4	-1
CC(C)(C)c1ccc(-c2csc(N=CC(C#N)C#N)n2)cc1
→ nt	-3	0
COc1ccc(-c2cnnc(N3CCCC3c3ccccc3OC)n2)cc1 (stereo not given)
→ -4	-2	2
O=C(N1CCc2ccccc2C1)N1c2ccccc2Sc2ccccc21
→ nt	-11	18
CC(C)c1nc(N2CCOC3(CCCC3)C2)c2cnn(C)c2n1
→ -7	17	nt
OCC1(CC2CCCCO2)CCN(Cc2cc3ccccc3o2)CC1 (stereo not given)
→ nt	-10	10
NC(=O)C1CC(C(=O)OC2CCCCCCC2)=NN1c1ccccc1 (stereo not given)
→ nt	-9	1
CC(C)NC(=O)c1ccc2sc([C@@H]3O[C@H](CO)[C@H](O)[C@H](O)[C@H]3O)nc2c1
→ -8	-5	9
CC(=O)N(C)c1ccccc1C(=O)NCc1ccco1
→ -5	-11	11
CCc1ccc(S(=O)(=O)N(C)c2cccc(OC)n2)cc1
→ -16	-11	1
O=C1c2ccccc2C(=O)N1CCCCN(C(=O)c1cccs1)c1ccc(Cl)cc1
→ -2	-4	2
Cc1nc2n(n1)C(=O)C(C(c1cccs1)N1CCC(C)CC1)S2 (stereo not given)
→ -8	-5	0
NC(=O)CC1Sc2ccccc2NC1=O (stereo not given)
→ nt	-2	2
C=C1C2(C(=O)Nc3ncc(Cl)cc3Cl)CCC(C2)C1(C)C (stereo not given)
→ nt	-8	-1
Cc1cccc(NC(=O)CC2S/C(=N/N=C\c3ccccc3)NC2=O)c1C (stereo not given)
→ nt	-7	9
C=CCNc1nc(N)c(C(=O)c2ccc(Cl)s2)s1
→ nt	2	4
CCN(CCn1cccn1)C(=O)c1ccc(OC2CCN(C(=O)C3CC3)CC2)cc1
→ nt	-6	19
Cc1ccc(-c2nc(Nc3ncccn3)n[nH]2)cc1
→ -7	-8	4
CC(C)CCn1c(NCc2ccccc2)nc2c1c(=O)[nH]c(=O)n2C
→ nt	-9	2
